Pf Dd2 inh: blocks in vitro growth of P. falciparum Dd2; P. falciparum Dd2 growth, SYBR Green, 72 h; Potency, µM (doses to about 28.9 µM), inactives show at the highest dose activity, negative = inhibition, usual class: inhibitors; hit rate 4.3% among 120,000; AID 1347417; active = well fitted inhibition curve with a large enough effect; inconclusive = small, poorly fitted or top-dose-only effect; inactive = no such curve, though single readings can be large or run the other way;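 note: plate controls were DMSO vehicle for no effect and reference drug for full effect; nearly all actives have a fitted effect of over 65% in size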
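Infected erythrocytes (Dd2, 0.3% parasitemia, 2.5% hematocrit final) are added to compound in RPMI-1640/Albumax II medium, grown 72 h at 37C in low oxygen, then lysed with saponin/Triton-X containing SYBR Green and read by fluorescence.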
* marks the source's active call; other numbers are inactive results; i = inactive; ? = inconclusive; [ ] = dose if it differs, or a comment. Potency is the fitted concentration of half-maximal effect. These rows are one share of the data. The share of hits here may be higher or lower than overall.

SMILES	Pf Dd2 inh
COC(=O)c1ccc(NC(=O)CSc2nnc3c4ccccc4n(C(C)C)c3n2)cc1	2%
COc1ccc(-c2cc3c(=O)n(CCNC(=O)c4cccc5[nH]ccc45)ccn3n2)cc1	?
COCCOC1CN(C2CCN(Cc3ccc(C)o3)CC2)C12CCCCC2 (stereo not given)	5µM*
COc1ccc(NC(=O)CSc2oc(-c3cccs3)nc2S(=O)(=O)c2ccc(C)cc2)c(OC)c1	-13%
Cc1ccc(-c2c3c(=O)n(C)c(=O)n(C)c3cn2-c2cc(C)ccc2O)cc1	5.6µM*
COc1cc(=O)n2c(c1C(=O)Nc1cccc(F)c1C)CCCC2	17%
Cc1cc(C)c(NC(=O)Cn2c(=O)n(CCc3ccccc3)c(=O)c3ccccc32)c(C)c1	31%[activator]
Cc1ccc(N(CC(C)C)S(=O)(=O)c2nnc(NC(=O)c3cccs3)s2)cc1	i

Following part
SMILES	Pf Dd2 inh
Cn1c(=O)c2ccnn2c2ccc(C(=O)NCC3CCN(Cc4cccc(F)c4)CC3)cc21	?
O=C(CCCc1ccccc1)Nc1ccc(-c2nnc3n2CCCC3)cc1	?
FC(F)(F)c1ccc(CN2CCn3c(nnc3-c3ccc(Cl)cc3)C2)cc1	-5%
Cn1cnc(S(=O)(=O)N2CCC3(CC2)N(Cc2cccc(F)c2)C(=O)CS3=O)c1 (stereo not given)	-5%
CCS(=O)(=O)N1CCC2(CC1)CC(N1CCN(C(C)C)CC1)CCO2 (stereo not given)	12%
CCOc1cc(C(=O)NCCc2csc3nc(-c4ccccc4F)nn23)cc(OCC)c1OCC	i
Cc1ccc2nc(-c3ccco3)c(Nc3ccc4c(c3)OCCO4)n2c1	-5%
CN1[C@@H](CCC(=O)N2CCC(O)CC2)CNC(=O)[C@@H]2[C@H]1CCN2Cc1nc2ccccc2n1C	i

(further entries)
SMILES	Pf Dd2 inh
Cc1cc(F)ccc1Nc1ncncc1-c1nc(-c2ccccc2)no1	i
COc1ccccc1-n1nc(CC(N)=O)nc1Cn1cnc2ccccc21	-10%
Fc1cccc(-n2ncc3c2ncn2nc(COc4ccc(Cl)cc4)nc32)c1	60%[activator]
O=C(C1CCCC1)N1CC2(CCN(C3COC3)C2)Cc2ccccc21 (stereo not given)	?
O=C(NC1CCN(c2cc(-c3ccc(Cl)cc3)[nH]n2)C1)c1c[nH]c2ccccc12 (stereo not given)	i
CCC(CC)C(=O)Nc1ccc2nc(SCC(=O)N3c4ccccc4CC3C)sc2c1 (stereo not given)	?
COCc1noc(CCNC(=O)c2cc(-c3ccccc3)on2)n1	6%
Cc1ccccc1-c1nnc(SCC(=O)N(C)c2ccccc2)o1	-12%

Next part
SMILES	Pf Dd2 inh
COc1ccc(Nc2cc(C(=O)NCCCN(C)Cc3ccccc3)c3ccccc3n2)cc1OC	?
COc1ncccc1-c1cnc2[nH]cc(CC(=O)Nc3ccccc3C)c2c1	10µM*
CC(C)CCNC(=O)N1CCCC(c2noc(COc3ccccc3F)n2)C1 (stereo not given)	i
COc1ccc(CNC(=O)c2cc(-c3ccc(Cl)cc3)n[nH]2)cc1	-1%
O=C(CN1CC2CC(C1)[C@H]1CCCC(=O)N1C2)NCc1ccc(N2CCOCC2)cc1 (stereo not given in full)	-20%
COc1ccc(CNC(=O)Nc2cccc(-c3ccc(N4CCCCC4)nn3)c2)cc1	?
CCCCN(C(=O)C1CCC(CNS(=O)(=O)c2cccc3nsnc23)CC1)c1ccccc1 (stereo not given)	2.2µM*
C#CCNC(=O)[C@@H]1Cc2cn(CC3CC3)c3cccc(c23)[C@H](CC(C)C)N1	?

Continuation:
SMILES	Pf Dd2 inh
O=C1NCN(Cc2ccc(Cl)cc2)C12CCN([S+](=O)([O-])c1cccs1)CC2	-17%
COc1cccc(-c2cc(C3CCN(C(=O)Nc4cccc(F)c4)CC3)[nH]n2)c1	?
O=C(NCCc1ccccc1)c1cc(-c2ccc(Cl)cc2)on1	28%
CC(C)N1C[C@H](O)C[C@H]1c1nnc2n1CCN(C(=O)COc1ccc(F)cc1)C2	?
COc1ccc2cc3cc(C(=O)N4CCN(c5cccc(Cl)c5)CC4)sc3nc2c1	1%
O=C(NCCC1=CCCCC1)c1ccc2c(c1)N(Cc1ccccc1)C(=O)c1ccccc1S2=O (stereo not given)	?
COC(=O)NCc1c(C)nn(-c2ccccc2)c1-n1cccc1	2%
CCOc1ccc(-c2nc(C3CC(=O)N(c4ccc(F)c(Cl)c4)C3)no2)cc1 (stereo not given)	20%

4 structures from above, ordered by length of the SMILES, largest number first:
SMILES	Pf Dd2 inh
CC(C)N1C[C@H](O)C[C@H]1c1nnc2n1CCN(C(=O)COc1ccc(F)cc1)C2	?
O=C1NCN(Cc2ccc(Cl)cc2)C12CCN([S+](=O)([O-])c1cccs1)CC2	-17%
COc1ccc2cc3cc(C(=O)N4CCN(c5cccc(Cl)c5)CC4)sc3nc2c1	1%
O=C(NCCc1ccccc1)c1cc(-c2ccc(Cl)cc2)on1	28%

More structures follow.
SMILES	Pf Dd2 inh
CCCS(=O)(=O)N1CC[C@H]2C(=O)NCCCCCCN(Cc3ccncc3)[C@@H]2C1	23%
CN1CCN(C[C@H]2CN3CC[C@H]2C[C@@H]3CNC(=O)Nc2ccccc2)CC1	21%[44.1 µM]
Cc1oc2c(c1C(=O)NCc1ccccc1F)C1=NCCN1C=N2	-21%
COCCN1C(=O)c2ccccc2C(C(=O)Nc2cccc(NC(C)=O)c2)C12CCCCC2 (stereo not given)	i
COc1ccc(NC(=O)CN2CCN(S(=O)(=O)c3ccc(Br)cc3)CC2)cc1	-17%
O=C1CC(c2ccccc2)N(C(=O)CNS(=O)(=O)c2ccccc2)CCCCCCN1 (stereo not given)	24%
Clc1ccc2nc(-c3nc(C4CCOC4)no3)cn2c1 (stereo not given)	-14%
O=C(C1CC1)N1CCCC(CN2CCCC2)CC1 (stereo not given)	-19%

Remaining list, next part:
SMILES	Pf Dd2 inh
CC1=C(C(=O)NCc2ccc(Cl)cc2)C2(CCCCCC2)OC1=O	i
CC(C)CNc1ccc2c(n1)C(C)(C(=O)Nc1cccnc1)CN(Cc1ccccc1)C2 (stereo not given)	?
COc1ccc(-c2ccc3nnc(CNC(=O)CCc4cccc(OC)c4)n3n2)cc1	i
COCCC(=O)N1CCCCCCN(C)C(=O)[C@@H]2CCC[C@@H]21	-15%
COC(=O)c1cccc(-c2nc(C3CC(=O)N(c4ccc(F)c(Cl)c4)C3)no2)c1 (stereo not given)	69%[activator]
CCCCCCc1c(C)c2c(cc(C)c3c(C)coc32)oc1=O	-12%
O=C(c1ccccc1F)N1CCC(c2n[nH]c(=O)n2-c2ccccc2)CC1	-9%
O=C(O)c1ccnc(-c2ccnc(NCc3noc(C4CCCC4)n3)n2)c1	-2%

Next section.
SMILES	Pf Dd2 inh
CN1C(=O)c2cccn2CC1CNC(=O)CCc1ccccc1 (stereo not given)	-5%
CN1CCC(C(=O)N2Cc3ccccc3CC3(CCCN(Cc4ccccn4)C3)C2)CC1 (stereo not given)	?
CNC(=O)[C@@H]1CN(C(=O)c2ccccc2C(F)(F)F)C[C@H]1c1n[nH]c(C)n1	16%
COc1ccc(N2CCN(C(=O)CSCc3ccc(C)cc3)CC2)cc1	-15%
CN1C(=O)c2cccn2CC1C(=O)NCc1cc(F)ccc1F (stereo not given)	i
COc1ccc(-c2cc(C(F)(F)F)nc(SCC(=O)NC(C)c3ccccc3)n2)cc1 (stereo not given)	?
COCCNC(=O)[C@H]1C[C@H](Oc2cccnc2)CN1C(=O)c1cccs1	-14%
CN1CCCCCC(O)c2cc(C(=O)NCCN3CCOCC3)ccc21 (stereo not given)	-16%

4 entries from above, field by field.
CN1CCC(C(=O)N2Cc3ccccc3CC3(CCCN(Cc4ccccn4)C3)C2)CC1 (stereo not given)
  Pf Dd2 inh: ?

CNC(=O)[C@@H]1CN(C(=O)c2ccccc2C(F)(F)F)C[C@H]1c1n[nH]c(C)n1
  Pf Dd2 inh: 16%

COc1ccc(N2CCN(C(=O)CSCc3ccc(C)cc3)CC2)cc1
  Pf Dd2 inh: -15%

CN1C(=O)c2cccn2CC1C(=O)NCc1cc(F)ccc1F (stereo not given)
  Pf Dd2 inh: i

Additional records follow:
SMILES	Pf Dd2 inh
CN(C)C(=O)c1cccnc1OC1CCN(S(=O)(=O)c2ccc3c(c2)OCCO3)C1 (stereo not given)	i
c1ccc2c(c1)CNC1(CCN(Cc3cccc4ccccc34)CC1)CO2	2µM*
Cc1cncc(C(=O)NC2CCN(c3ccc(=O)n(C)n3)CC2)c1	-8%
CC(C)[S+](=O)([O-])N1CC2(CN(Cc3ccc(Cl)cc3)C(=O)O2)C1	3%[44.1 µM]
Cc1ccc(S(=O)(=O)N2CCc3cc(C(=O)Nc4c(F)cccc4F)ccc32)cc1	21%
CCc1cc(CNC(=O)c2cc(Cn3c(C)nc4ccccc43)[nH]n2)on1	-16%
Cc1cccc(C(=O)Nc2ccc(N3CC=C(c4ccccc4C)CC3)c(C(=O)O)c2)c1	14%[5.79 µM]
Cn1cccc1C(=O)N1CCC(n2cc(-c3nc(-c4ccccc4)no3)nn2)C1 (stereo not given)	-9%

Other entries follow:
SMILES	Pf Dd2 inh
CC(C)(N)C(=O)N1CCCC(N2CCN(c3ccccc3)CC2)C1 (stereo not given)	-10%
Cc1c(-c2cn(C)c(=O)n3cc(COc4ccccc4)nc23)cnn1C	?
COCCn1c(C)cc(O)c(C(c2ccccc2)N2CCN(CCO)CC2)c1=O (stereo not given)	i
CC(C)(C)OC(=O)N1CC(NCc2cccc(-c3cccs3)c2)C1	-7%
CCC(=O)N1CCCCCCn2c(nnc2-c2ccc(F)cc2)CC1	-8%
Cc1cccc2sc(N3CCN(C(=O)c4ccco4)CC3)nc12	54%[activator]
COc1ccc(C(=O)N2CCC3(CC2)NC(=O)N(Cc2ccccc2Cl)C3=O)cc1	6%
COc1cccc(C(=O)NCC2CCCN(Cc3cccnc3)C2)c1OC (stereo not given)	-21%

Going on with the list.
SMILES	Pf Dd2 inh
CC(=O)NCCNC(=O)c1ccc2c(=O)n(CCc3ccccc3)c(=O)[nH]c2c1	-10%
CC(C)C[C@@H](NC(=O)[C@@H]1C[C@@H](NS(=O)(=O)c2cccs2)CCN1C(=O)c1cccn1C)C(N)=O	-5%
CN(C(=O)C1(c2ccc(Cl)cc2)CCOCC1)C1CCc2ccccc21 (stereo not given)	-9%
CCOc1cc(-c2nc(-c3ccc(-c4ccc(OC)cc4)nc3OC)no2)cc(OCC)c1OCC	-5%
CN1CCCCCCN(C(=O)NCc2ccccc2)[C@H]2CCC[C@H]2C1=O	-10%
Cc1ccc(Cl)cc1N1CCN(S(=O)(=O)c2ccc3c(c2)CCN3C(=O)C2CCC2)CC1	-12%
CCOC(=O)C1(Cc2ccc(F)cc2F)CCCN(C(=O)c2cccnc2SC)C1 (stereo not given)	-8%
COc1cccc(N2CCN(C(=O)CCC[C@@H]3[C@H]4CCCN5CCC[C@@H](CN3C)[C@@H]45)CC2)c1	?

New compounds follow:
SMILES	Pf Dd2 inh
COc1ccc(C(=O)N2CCCN(c3nnc4ccc(Cl)cn34)CC2)cn1	?
Cn1c(Cn2cccn2)nnc1C1CCCN(C(=O)CCn2cnnn2)C1 (stereo not given)	0%
Cc1nc(CN2C(=O)OC3(CCN(Cc4ccccc4F)CC3)C2(C)c2ccccc2)cs1 (stereo not given)	?
Cc1c(-c2ccccc2)n(-c2ccc(Cl)cc2)c2nc3c(c(=O)n(C)c(=O)n3C)n12	37%
COc1ccc(NC(=O)O[C@@H]2CC[C@]3(C)C(CC[C@H]4OC(=O)C[C@H]43)[C@]2(C)CO)cc1 (stereo not given in full)	?
O=C1CCCCC(C(=O)N2CCc3ccccc3C2)N1 (stereo not given)	-8%
Cc1cc(C)cc(C(=O)NCC(c2ccc(N(C)C)cc2)N2CCCC2)c1 (stereo not given)	?
Cc1c(NS(=O)(=O)c2ccc(Cl)cc2)c(=O)n(-c2ccccc2)n1C	40%[activator]

Remaining list, next part
SMILES	Pf Dd2 inh
COc1ccccc1OCCNC(=O)C(C)C1CCOCC1 (stereo not given)	-1%
CC(=O)Nc1ccc(S(=O)(=O)N[C@H]2CO[C@H]3[C@@H]2OC[C@@H]3n2nnnc2Oc2ccccc2)cc1	i
COc1ccc(S(=O)(=O)NCC(c2ccco2)N2CCN(c3ccc(F)cc3)CC2)cc1 (stereo not given)	-23%
COc1cc(=O)n2c(c1C(=O)Nc1cccc(C)c1C)CCCC2	27%
O=C(O)c1ccc(CN2CCC[C@H]2c2nc(-c3ccc(F)cn3)no2)cc1	8%[44.1 µM]
Cc1ccccc1Nc1cc(C(=O)NCc2cccs2)c2ccccc2n1	-13%
COc1ccc(CCNC(=O)c2cc(-c3ccc(C)cc3)nc3n[nH]c(-c4ccccc4)c23)cc1OC	4%
Cc1ccc(-c2cc(C(=O)O)n(Cc3ccccc3)n2)cc1	-1%

Other entries follow:
SMILES	Pf Dd2 inh
O=C(NCc1ccccc1F)c1ccc2c(c1)CN(CC1=Cc3ccccc3OC1)CCO2	-3%
O=C(CN1C(=O)COc2ccc(C(=O)COc3ccccc3Cl)cc21)NCc1ccco1	i
COc1ccc(NC(=O)CSc2nnc(-c3nnn(-c4ccc(F)cc4)c3C)o2)cc1	-16%
COc1ccc(NC(=O)N[C@H]2[C@H](O)[C@@H](N3CCN(C)CC3)[C@@H]3OC[C@H]2O3)cc1	i
O=C(NCc1ccccc1)N1CC(c2nc(CCOCC3CCCC3)no2)C1	?
CCOc1ccc(C(=O)N2CCC3(CCC(=O)N(CCOC)CC3)CC2)cc1	-8%
COc1ccc(N2CCN(C(=O)Nc3ccccc3Cl)CC2)cc1	-1%

From PubChem
